# Screening data as filed in PubChem.
# PLC-gamma1 inh = PLC-gamma1 enzyme inhibitors, primary screen, biochemical, fluorescence, purified enzyme. inhibition, % at 12.2 µM. fluorogenic substrate. 0.84% of 370,000 active; in the data active = inhibition above about 9.5%
# DDE Tn7 FP inh = inhibitors of Tn7 peptide binding to fibrin DD(E), primary screen, biochemical, fluorescence polarization, human fibrin, Tn7 probe; AID 720508, 2013; 0.13% of 370,000 active; inhibition, % at 8.3 µM; FP displacement of FITC-Tn7 peptide from fibrin DD(E); 0% = median of compound wells per plate; Fibrinogen beta chain (Homo sapiens), P02675;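 active = inhibition above the mean of compounds falling within the control limits plus 3 SD of them, cut at about 14% in these data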;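 note: 0% = plate median of compound wells and 100% = 10 µM Aha-Tn7 peptide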
#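 Test system: human clot-derived fibrin DD(E) complex / Quantity: 2 µM final DD(E) protein / Incubation: 10 min plus 3 h, room temperature / Measured by: fluorescence polarization / Benchmarks: high control of 10 µM Aha-Tn7 peptide / Replicates: singlicate testing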
# ADAM10 inh = human ADAM10 inhibitors, primary screen, biochemical, QFRET, HTS; 0.62% of 370,000 active; inhibition, % at 7 µM; recombinant ADAM10, EDANS/DABCYL FRET peptide cleavage, 3 h; Disintegrin and metalloproteinase domain-containing protein 10 (Homo sapiens), O14672;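 active = inhibition above a per-campaign cutoff equal to the mean of compounds falling between control-based bounds plus 3 SD, cut at about 20% in these data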;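 note: 0% = DMSO wells while the 100% control is not disclosed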
# Target sequence (O14672 214-748 limits assumed): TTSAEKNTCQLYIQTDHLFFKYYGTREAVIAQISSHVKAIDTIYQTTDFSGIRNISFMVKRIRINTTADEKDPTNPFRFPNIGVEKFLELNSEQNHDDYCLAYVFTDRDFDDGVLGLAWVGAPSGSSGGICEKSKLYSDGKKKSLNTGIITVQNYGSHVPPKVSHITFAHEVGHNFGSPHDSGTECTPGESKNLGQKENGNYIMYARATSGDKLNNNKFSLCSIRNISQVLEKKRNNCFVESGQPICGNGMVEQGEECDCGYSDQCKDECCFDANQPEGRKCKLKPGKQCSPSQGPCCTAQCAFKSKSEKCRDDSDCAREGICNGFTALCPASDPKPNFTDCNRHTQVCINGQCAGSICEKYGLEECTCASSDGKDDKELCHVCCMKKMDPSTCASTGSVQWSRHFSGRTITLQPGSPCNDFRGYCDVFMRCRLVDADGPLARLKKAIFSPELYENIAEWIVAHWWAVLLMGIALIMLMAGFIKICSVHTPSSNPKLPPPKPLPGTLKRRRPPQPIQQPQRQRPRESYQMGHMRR
# TDP2 inh = human TDP2 enzyme inhibitors, primary screen, biochemical, epi absorbance, recombinant enzyme | Tyrosyl-DNA phosphodiesterase 2 (Homo sapiens), O95551 | T5PNP hydrolysis, p-nitrophenol absorbance 415 nm | inhibition, % at 12.8 µM | 0.34% of 370,000 active | AID 720702, 2013;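 active = inhibition above the mean of all tested compounds plus 3 SD, set per campaign, cut at about 25% in these data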;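 note: 0% = DMSO with enzyme and 100% = buffer with substrate but no TDP2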
#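 System – recombinant human TDP2 · Quantity – TDP2 enzyme at 120 nM final · Doses – single concentration, 12.8 µM nominal, with 1% DMSO · Incubation – 2 h at 37 °C · Measured by – epi absorbance of p-nitrophenol freed from T5PNP by hydrolysis · Read-out – % inhibition relative to enzyme-containing and enzyme-free wells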
# LEDGF integ inh = blockers of LEDGF/p75-dependent integrase strand transfer – biochemical, TR-FRET, high throughput, primary screen; TR-FRET IN-LEDGF/p75 DNA integration, Eu/Cy5; inhibition, % at 3.7 µM; 0.64% of 370,000 active; AID 743269, 2014;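 active = inhibition above the screen-wide mean plus 3 SD, cut at about 13% in these data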;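 note: signal is the Cy5 over europium emission ratio at 671 and 618 nm; 0% = plate median of compound wells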
# Tn6 DDE FP = inhibitors of Tn6 peptide binding to fibrin DD(E), primary screen, biochemical, fluorescence polarization, human fibrin, Tn6 probe; AID 720509, 2013; inhibition, % at 8.3 µM; Fibrin DD(E) TRITC-Tn6 fluorescence polarization displacement; Fibrinogen beta chain (Homo sapiens), P02675; 0.21% of 370,000 active;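 active = inhibition above a per-campaign cutoff: mean of compounds within control limits plus 3 SD, cut at about 15% in these data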;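 note: 0% = median of all compound wells on the plate and 100% = blocking peptide control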
# ASAP1 inh = inhibitors of human ASAP1 ArfGAP activity, primary screen, biochemical, fluorescence polarization. 0.19% of 360,000 active. AID 624377, 2012. ASAP1-stimulated ARF1 GTP hydrolysis, GDP FP detection. inhibition, % at 16.5 µM. Arf-GAP with SH3 domain, ANK repeat and PH domain-containing protein 1 (Homo sapiens), …; in the data active = inhibition above about 25%;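 note: 0% = vehicle with enzyme and substrate and 100% = no enzyme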
# proKLK7 act = proKLK7 zymogen activators, primary screen, biochemical, fluorescence intensity. Kallikrein-7 (Homo sapiens), P49862. purified proKLK7, EDANS-DABCYL substrate fluorescence; 100% is mature enzyme control, 0% vehicle. activation, % at 7 µM. 0.9% of 370,000 active. AID 652039, 2013;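 active = activation above the mean of all tested compounds plus 3 SD, computed per campaign excluding outliers beyond control limits, cut at about 13% in these data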
# Target sequence (P49862 whole entry, looked up): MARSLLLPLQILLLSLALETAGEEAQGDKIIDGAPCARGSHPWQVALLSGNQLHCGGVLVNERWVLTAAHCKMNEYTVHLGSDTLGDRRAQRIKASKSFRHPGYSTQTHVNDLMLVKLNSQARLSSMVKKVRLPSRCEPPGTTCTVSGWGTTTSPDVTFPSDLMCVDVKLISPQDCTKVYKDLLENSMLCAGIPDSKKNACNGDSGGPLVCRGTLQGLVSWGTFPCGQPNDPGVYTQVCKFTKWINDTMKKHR
# ARFGAP1 inh = inhibitors of rat ARFGAP1 GAP activity, primary screen, biochemical, fluorescence polarization, GDP tracer; inhibition, % at 16.5 µM; AID 651572, 2012; ADP-ribosylation factor GTPase-activating protein 1 (Rattus norvegicus), Q62848; Arfgap1-stimulated ARF1 GTP hydrolysis, GDP FP detection; 0.26% of 360,000 active;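 active = inhibition above a per-plate limit, mean inhibition of low control wells plus 3 SD, cut at about 25% in these data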;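 note: 0% = DMSO wells with enzyme and 100% = wells lacking Arfgap1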
# Target sequence (Q62848 1-136 limits assumed): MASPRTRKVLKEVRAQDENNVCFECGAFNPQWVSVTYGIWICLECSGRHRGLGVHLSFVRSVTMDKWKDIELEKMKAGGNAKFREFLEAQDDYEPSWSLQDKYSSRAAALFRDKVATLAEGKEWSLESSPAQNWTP
#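 Material: rat Arfgap1 catalytic domain, aa 1-136; also added: human ARF1(Δ1-17)-GTP substrate; compound dosing: one concentration, 16.5 µM, DMSO 1.26%; incubation: GTP hydrolysis reaction 2 h at 25 °C; measured by: Tracer-displacement fluorescence polarization with EDTA stop, 620/688 nm; evaluation: % inhibition from polarization; repeats: one replicate per compound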
# ADAM17 inh = ADAM17 inhibitors, primary screen, biochemical, QFRET; inhibition, % at 6.95 µM; Disintegrin and metalloproteinase domain-containing protein 17 (Homo sapiens), P78536; recombinant ADAM17, EDANS/DABCYL FRET peptide cleavage; 0.83% of 370,000 active;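 active = inhibition above the mean of compounds lying between control limits plus 3 SD, set per campaign, cut at about 8.5% in these data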;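 note: 0% = DMSO-only wells as the low control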
# * = called active by the depositor; . = not tested or not shown.
SMILES,PLC-gamma1 inh,DDE Tn7 FP inh,ADAM10 inh,TDP2 inh,LEDGF integ inh,Tn6 DDE FP,ASAP1 inh,proKLK7 act,ARFGAP1 inh,ADAM17 inh
Cn1c(O)c(C=NC2CCCCCC2)c(=O)[nH]c1=S,4,-3,0,-4,9,7,-15,0.5,-5,4
O=c1[nH]c(=O)n(Cc2ccco2)c(O)c1C=NCCCn1ccnc1,3,3,5,-2,5,1,-4,-0.9,6,2
O=c1c2ccccc2nc(-c2ccccc2)n1-n1cccc1,-6,2,-13,-7,2,6,-6,0.6,3,-2
Clc1ccc(CN2CCNCC2)cc1,0,7,-4,3,-5,0,11,0.1,-17,-3
COc1ccc2nc(/N=C/c3c(O)n(-c4cccc(Cl)c4)c(=O)[nH]c3=O)sc2c1,0,-3,2,4,-2,-9,6,0.2,0,-3
CCC(=NCCCN1CCOCC1)c1c(O)n(-c2ccccc2C)c(=O)[nH]c1=O,4,-3,-14,-16,-5,-2,-5,0.9,4,-3
CCCC[N+]1(C)[C@@H]2CC(OC(=O)[C@H](CO)c3ccccc3)C[C@H]1[C@@H]1O[C@@H]12 (stereo not given in full),-2,8,-2,-4,-1,-1,-4,-0.9,0,-6
COC(=O)Cn1cc(C=C2C(=O)N(C)C(=O)N(C)C2=O)c2ccccc21,0,0,-14,11,1,-4,17,-0.1,0,-4
O=[N+]([O-])c1cc(Cl)c(Cl)cc1Cl,-1,-3,-5,3,-2,-2,5,0.4,4,-1
CC1CCCCC1NC1CCN(C)CC1 (stereo not given),0,6,4,-1,-2,-7,6,0.4,-5,2
CN(C)C(=O)Oc1ccc2c(c1)O/C(=C\c1ccccc1)C2=O,-17,3,-103,5,-4,0,0,-2.6,13,-17
Cc1cc(OCC(=O)N2CCCN(C)CC2)ccc1Cl,7,-9,4,-10,7,-4,-3,0.2,-2,4
CCN(CC)CCOC(=O)C(O)(c1ccccc1)c1ccccc1,-1,4,3,-5,-1,-1,-2,-0.3,7,-3
Cc1cc(=O)n(-c2ccccc2)n1-c1ccccc1,1,1,0,-3,-1,6,-5,0.9,-6,0
CCCCCCn1c(O)c(C=NCCN2CCOCC2)c(=O)[nH]c1=O,1,-3,2,-22,-4,2,11,-0.2,11,-2
O=C(Cc1ccccc1)OCC(=O)N1CCN(S(=O)(=O)c2ccc(Cl)cc2)CC1,-2,-10,-5,10,2,6,8,-0.1,5,0
c1cnc(OCCN2CC2)cn1,-1,3,-11,-6,-1,9,1,-0.4,-10,-3
COc1ccc(Br)cc1CN1CCN(C(=O)Cc2ccccc2)CC1,3,0,-12,-5,2,-1,-5,0.4,-7,-4
COC(=O)C1=C(c2ccc(OC)c(OC)c2)C[C@@H]2CC[C@H]1N2C(=O)NCc1cccc2ccccc12,-3,1,2,8,1,0,-1,1.3,0,-3
CCOP(=O)(OCC)C(NC(=O)Cc1ccccc1)C(Cl)(Cl)Cl (stereo not given),-1,-1,-7,5,-3,3,-16,-0.4,7,-7
CCC1CN1P(=O)(N1CCCC1)N1CC1CC (stereo not given),-4,-3,-7,2,-3,5,-7,0.0,1,-3
CCC[C@H](N[C@@H](CCC)[C@H](O)c1ccccc1)[C@H](O)c1ccccc1,0,1,0,-2,0,3,-5,0.1,6,-3
O=C1NC(=O)N(Cc2ccc(F)cc2)C(=O)/C1=C/c1cccs1,-8,-1,-12,-3,-3,1,3,-0.2,5,-4
O=C(/C=C/c1c[nH]c2ccccc12)c1c(O)n(CCc2ccccc2)c(=O)[nH]c1=O,-3,2,15,0,6,-3,-17,-0.1,-1,-2
COc1cc(CC2C(=O)N(C)C(=O)N(C)C2=O)ccc1OCc1ccccc1,1,7,1,-13,-1,11,-17,0.0,8,-4

# A draw from above in order of length of the SMILES, highest first:
SMILES,PLC-gamma1 inh,DDE Tn7 FP inh,ADAM10 inh,TDP2 inh,LEDGF integ inh,Tn6 DDE FP,ASAP1 inh,proKLK7 act,ARFGAP1 inh,ADAM17 inh
COC(=O)C1=C(c2ccc(OC)c(OC)c2)C[C@@H]2CC[C@H]1N2C(=O)NCc1cccc2ccccc12,-3,1,2,8,1,0,-1,1.3,0,-3
COc1ccc2nc(/N=C/c3c(O)n(-c4cccc(Cl)c4)c(=O)[nH]c3=O)sc2c1,0,-3,2,4,-2,-9,6,0.2,0,-3
O=C(Cc1ccccc1)OCC(=O)N1CCN(S(=O)(=O)c2ccc(Cl)cc2)CC1,-2,-10,-5,10,2,6,8,-0.1,5,0
COC(=O)Cn1cc(C=C2C(=O)N(C)C(=O)N(C)C2=O)c2ccccc21,0,0,-14,11,1,-4,17,-0.1,0,-4
CCC1CN1P(=O)(N1CCCC1)N1CC1CC (stereo not given),-4,-3,-7,2,-3,5,-7,0.0,1,-3

# Entries of single compounds, looked up by structure. Values in the order: PLC-gamma1 inh, DDE Tn7 FP inh, ADAM10 inh, TDP2 inh, LEDGF integ inh, Tn6 DDE FP, ASAP1 inh, proKLK7 act, ARFGAP1 inh, ADAM17 inh
# Results for `O=c1c2ccccc2nc(-c2ccccc2)n1-n1cccc1` = -6, 2, -13, -7, 2, 6, -6, 0.6, 3, -2
# Results for `Cc1cc(=O)n(-c2ccccc2)n1-c1ccccc1` = 1, 1, 0, -3, -1, 6, -5, 0.9, -6, 0

# The results go on.
SMILES,PLC-gamma1 inh,DDE Tn7 FP inh,ADAM10 inh,TDP2 inh,LEDGF integ inh,Tn6 DDE FP,ASAP1 inh,proKLK7 act,ARFGAP1 inh,ADAM17 inh
O=C(CN1C(=O)CN=C(c2ccccc2)c2cc(Cl)ccc21)NC1CCCCC1,-1,-7,0,-8,-4,2,.,0.0,.,6
CSCCC(NC(=O)CCC(=O)OC1CC[C@H]2[C@@H]3CC[C@H]4CC(=O)CC[C@]4(C)[C@H]3CC[C@]12C)C(=O)O (stereo not given in full),1,5,-3,16,0,-3,-6,-0.2,-3,-2
O=C(c1cc(-c2cccnc2)nc2ccccc12)N1CCC2(CC1)OCCO2,1,-7,-5,4,-4,-9,6,0.1,-4,-6
CCOC(=O)[C@]12Cc3cc(Cl)ccc3[C@H]1N(Cc1ccccc1)C(=O)c1ccccc12,0,-4,16,8,1,1,8,0.1,3,2
CC(=O)c1ccc(OC(NC(=O)Cc2ccccc2)C(Cl)(Cl)Cl)cc1 (stereo not given),0,-1,4,-10,6,4,8,0.1,1,-3
C=CCn1c(O)c(C(CC)=Nc2ccccc2NC(C)=O)c(=O)[nH]c1=O,-3,0,1,0,1,5,-4,0.6,2,-1
Cc1ccc(C(=O)Nc2ccc(Cl)cc2C(=O)c2ccccc2)cc1,1,1,1,6,-4,6,-7,-0.3,-8,-3
C[C@]12CCC(=O)C=C1CC[C@@H]1C2CC[C@]2(C)C(=O)CCC12 (stereo not given in full),14*,7,-3,-20,4,2,-19,0.6,0,9.9*
Cc1ccc(C2N3CCCN23)cc1 (stereo not given),0,1,-2,-3,1,-3,-2,-0.3,-5,-3
Oc1c(Cl)c(Cl)c(Cl)c(Cl)c1Cl,-3,0,12,-1,6,-10,5,0.2,-2,0
Cc1cccc(NP2(=O)NCCCN2)c1,4,-6,-4,4,0,0,4,-0.2,-10,-6
CCCNC(=O)N1[C@H]2CC[C@@H]1C(C(=O)OC)=C(c1cc3ccccc3s1)C2,1,-1,2,-1,-2,-7,16,1.1,12,-3
Oc1c(Cl)cc(Cl)cc1CN1CCN(Cc2ccccc2)CC1,1,-8,6,-7,-3,-3,-11,-0.6,0,0
Cc1ccc2c(c1)C1CN(C)CCC1N2C(=O)/C(C#N)=C/c1ccc2c(c1)OCO2 (stereo not given),0,4,2,-6,1,4,1,-0.6,3,-3
CCOP(=O)(CCP(=O)(OCC)OCC)OCC.C[CH2][Sn]([Cl])([Cl])[CH2]C,-5,4,-9,-6,-2,-13,2,-0.1,-18,3
Cc1ccc(S(=O)(=O)c2nc(-c3ccccc3Cl)oc2N(C)C2CCN(C)CC2)cc1,0,-5,-32,-10,-1,-7,-7,-0.6,5,-3
COc1ccc(CCNCc2cccn2C)cc1OC,0,4,12,-11,1,6,-7,0.4,6,-3
O=C(c1ccc2c(c1)ncn2C1CCCCC1)N1CCC2(CC1)OCCO2,1,0,2,-6,-1,0,7,-0.4,9,2

# Structures shown so far containing a thiophene ring, fused or not, in the order listed:
SMILES,PLC-gamma1 inh,DDE Tn7 FP inh,ADAM10 inh,TDP2 inh,LEDGF integ inh,Tn6 DDE FP,ASAP1 inh,proKLK7 act,ARFGAP1 inh,ADAM17 inh
O=C1NC(=O)N(Cc2ccc(F)cc2)C(=O)/C1=C/c1cccs1,-8,-1,-12,-3,-3,1,3,-0.2,5,-4
CCCNC(=O)N1[C@H]2CC[C@@H]1C(C(=O)OC)=C(c1cc3ccccc3s1)C2,1,-1,2,-1,-2,-7,16,1.1,12,-3

# A portion of the library (hit frequency here may not be typical).
